# PTPN22 inh 2 – LYP (human) phosphatase inhibition; inhibition, % at 2 µM; AID 640; Q9Y2R2; recombinant LYP catalytic domain, DiFMUP fluorescence; hit rate 0.21% among 96,000;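 active = inhibition at 2 µM at or above a set limit, the screen mean plus 3 SD, cut at about 24% in these data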;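 note: 0% = DMSO with enzyme and 100% = enzyme fully blocked by orthovanadate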
# FAK inh – inhibitors of human focal adhesion kinase; Q05397; biochemical FAK kinase activity assay; inhibition, %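 (tested at 7 µM)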; hit rate 0.84% among 97,000; AID 727; in the data active = inhibition above about 19%;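 note: 0% = DMSO and 100% = reference compound high control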
# LYP act – increases human PTPN22 phosphatase activity; Q9Y2R2; recombinant LYP, DiFMUP fluorescence; 0 = plate median, 100 = signal doubled; activation, % at 2 µM; hit rate 0.11% among 96,000; AID 697;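 active = activation at 2 µM above a set limit, the mean plus 5 SD, cut at about 37% in these data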
# S1P2 antag – blocks the human S1P2 receptor. O95136. cell-based S1P2 antagonist assay, inhibition at 5 uM. inhibition, % at 5 µM. hit rate 0.21% among 97,000; in the data active = inhibition above about 45%;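 note: CRE beta-lactamase reporter cells expressing human S1P2 stimulated with S1P; 0% = agonist at EC80 alone and 100% = agonist plus reference antagonist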
# EphB4 antag – EphB4-ephrin-B2 interaction antagonism. P54760. AID 720. hit rate 0.15% among 97,000. inhibition, % at 7 µM. EphB4 LBD / TNYL-RAW-Alexa532 peptide, fluorescence polarization;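 active = inhibition above the screen-wide mean inhibition plus 3 SD, cut at about 15% in these data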;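 note: 0% = DMSO wells and 100% = excess unlabeled TNYL-RAW peptide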
# Target sequence (P54760 whole entry, looked up, the tested form may be a part): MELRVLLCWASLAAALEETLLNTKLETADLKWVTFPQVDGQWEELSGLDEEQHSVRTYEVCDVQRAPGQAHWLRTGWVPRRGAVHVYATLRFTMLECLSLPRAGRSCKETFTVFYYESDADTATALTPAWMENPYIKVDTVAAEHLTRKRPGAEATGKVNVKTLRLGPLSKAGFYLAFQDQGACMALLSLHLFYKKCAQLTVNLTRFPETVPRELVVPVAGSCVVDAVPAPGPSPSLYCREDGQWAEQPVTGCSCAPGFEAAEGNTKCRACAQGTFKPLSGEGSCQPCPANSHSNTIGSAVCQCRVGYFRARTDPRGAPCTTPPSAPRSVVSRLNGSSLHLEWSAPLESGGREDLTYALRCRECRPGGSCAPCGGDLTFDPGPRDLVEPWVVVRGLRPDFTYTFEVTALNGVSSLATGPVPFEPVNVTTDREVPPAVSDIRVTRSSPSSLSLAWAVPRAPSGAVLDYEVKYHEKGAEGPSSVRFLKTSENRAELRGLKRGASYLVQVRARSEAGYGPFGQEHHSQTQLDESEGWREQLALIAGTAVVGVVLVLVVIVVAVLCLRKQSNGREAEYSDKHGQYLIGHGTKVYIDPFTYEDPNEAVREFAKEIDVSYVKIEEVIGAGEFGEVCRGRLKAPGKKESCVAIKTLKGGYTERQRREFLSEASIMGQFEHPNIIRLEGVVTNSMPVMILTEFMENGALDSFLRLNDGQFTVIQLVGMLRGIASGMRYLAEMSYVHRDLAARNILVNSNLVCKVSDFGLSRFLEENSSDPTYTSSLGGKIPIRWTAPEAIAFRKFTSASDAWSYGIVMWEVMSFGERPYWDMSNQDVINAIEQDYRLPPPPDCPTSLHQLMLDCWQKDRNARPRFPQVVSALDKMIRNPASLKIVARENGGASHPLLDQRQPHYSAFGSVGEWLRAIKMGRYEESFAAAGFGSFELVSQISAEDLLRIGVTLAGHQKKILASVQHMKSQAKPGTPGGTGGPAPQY
# S1P2 agonist – agonists of human S1P2 receptor; O95136; S1P2-expressing cell line, agonist reporter read-out; activation, % at 4.5 µM; hit rate 0.46% among 97,000; AID 729; in the data active = activation above about 16%;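 note: 0% = vehicle low control and 100% = maximal reference agonist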
# PostGolgi yeast – growth inhibition of a yeast mutant, post-Golgi transport screen; post-Golgi transport phenotypic cell assay; inhibition, % at 10 µM; hit rate 0.9% among 98,000; AID 739;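 note: yeast cells grown in 1536-well plates; yeast grown about 18 h at 30C before absorbance read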
# PostGolgi ctrl – yeast control strain growth, post-Golgi counter-screen; efflux-deficient yeast background strain, growth absorbance A615, 16 h; inhibition, % at 10 µM; hit rate 5% among 98,000; AID 738
# HIV Rev-RRE inh – inhibitors of HIV-1 Rev-RRE RNA interaction; P05866; Rev peptide-RRE RNA binding, FRET; inhibition, % at 8 µM; hit rate 0.79% among 97,000; AID 704;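 active = inhibition above the screen-wide mean plus 3 SD, cut at about 35% in these data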;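 note: 0% = median DMSO wells and 100% = median Neomycin B control wells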
# Target sequence (P05866 whole entry, looked up): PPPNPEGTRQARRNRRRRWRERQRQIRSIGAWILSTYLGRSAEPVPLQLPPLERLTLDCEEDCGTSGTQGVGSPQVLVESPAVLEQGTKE
#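 Assay system: Rev peptide and RRE RNA, both fluorescently labelled; times: 5 min preincubation and 15 min binding, 25 °C; detection: FRET, ex 480 nm, em 540 and 671 nm; read-out basis: % inhibition from 671/540 nm acceptor-to-donor ratio, scaled between controls; benchmarks: DMSO low control, neomycin B high control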
# * hit, by the source's call; nt = not tested or not shown. Cut-off read from the data, not from the text of the source, unless noted: active = inhibition above about 30%; inactive = the rest.
SMILES,PTPN22 inh 2,FAK inh,LYP act,S1P2 antag,EphB4 antag,S1P2 agonist,PostGolgi yeast,PostGolgi ctrl,HIV Rev-RRE inh
O=C(Cc1cccs1)Nc1nnc(CCc2ccccc2)s1,-8,1,5,11,-1,-6,9,-1,10
N#CCC1c2ccccc2CCN1C(=O)Nc1ccc(Cl)cc1 (stereo not drawn),5,7,-2,3,3,-10,-8,25,3
Cc1sc2ncnc(NCC(C)(C)N3CCOCC3)c2c1C,-1,-2,-3,64*,-1,-6,-3,-3,8
CC(=O)NC1CC(C)(C)N(OC(C)=O)C(C)(C)C1,-5,2,4,-11,10,-4,3,-2,2
Cc1ccc(CNc2ncnc3c2cnn3-c2ccccc2)cc1,6,3,-7,1,7,-4,-10,0,7
CCCS(=O)(=O)N1CCCC(C(=O)NCCc2ccc(Cl)cc2)C1 (stereo not drawn),-2,6,1,17,-2,-6,10,4,9
CN1CCN(C(=O)c2ccc(S(=O)(=O)c3ccc(Br)cc3)cc2)CC1,1,0,-3,9,0,-9,3,5,3
CC(=O)NC(C)C(=O)OCC(=O)c1ccc(Cl)s1 (stereo not drawn),-5,0,2,-5,-2,-4,25,36*,2
CCN1CCN(S(=O)(=O)c2ccc3[nH]c(=O)oc3c2)CC1,5,-6,-5,-9,0,0,-2,3,7
CC1(C)Cc2[nH]c(=O)c(C#N)cc2CS1,4,2,-7,18,0,0,0,26,5
CCN(CC)S(=O)(=O)c1ccc2oc(SCc3ccc(F)cc3)nc2c1,2,-3,2,-11,-4,-10,-8,12,8
O=[N+]([O-])c1ccc(C(=S)N2CCN(Cc3ccccc3)CC2)cc1,-3,-3,6,16,4,-7,-11,7,6
O=C(c1ccc2snnc2c1)N1CCOCC1,-5,-1,9,12,11,-5,5,2,2
COCCN1C(=O)C(O)=C(C(=O)c2ccco2)C1c1cccc(Oc2ccccc2)c1 (stereo not drawn),-1,-2,-1,5,-2,-1,-4,-3,1
O=c1c2ccccc2nc(-c2ccc(Cl)cc2)n1C1CCS(=O)(=O)C1 (stereo not drawn),0,4,-3,19,-1,-6,nt,nt,5
COc1cc(/C=N\NC(=O)CN2CCOCC2)ccc1OCC(=O)Nc1ccc(C)c(C)c1,4,-9,-3,17,0,-9,-1,9,4
O=C(CCN1C(=O)C2C3C=CC(C3)C2C1=O)Nc1ccccc1F (stereo not drawn),-10,-1,6,18,-1,-4,0,7,7
COC(=O)CCC(=O)c1oc2ccc(Br)cc2c1N,-2,1,2,-6,-6,-3,0,16,-1
CC(C)c1cc(C(=O)Nc2cccnc2)no1,-3,0,0,-1,-6,-1,12,4,1
CCCCN(CC)CCNS(=O)(=O)c1ccc2c(c1)oc(=O)n2C,4,-2,-6,6,-7,-5,-2,-6,7
COc1ccc(CN(C2CCCC2)S(=O)(=O)c2ccc(-n3cnnn3)cc2)cc1,2,1,-1,-12,-1,1,4,11,13
Cn1c(=O)c2c(nc(SCc3nn[nH]n3)n2Cc2ccccc2F)n(C)c1=O,-14,-1,13,-5,6,-5,-1,1,16
O=C1c2ccccc2C(=O)N1CCCCN(C(=O)c1cccc([N+](=O)[O-])c1)c1ccc(Cl)cc1,12,2,-10,15,3,-5,5,18,3
Cc1cc(C)cc(Oc2cc(NC(=O)c3cn(C)nc3C)cc([N+](=O)[O-])c2)c1,9,4,-9,-3,-2,0,6,-3,-5
Cc1ccc(S(=O)(=O)NCC(=O)NCc2ccncc2)cc1,3,-1,-4,-4,9,1,nt,nt,8

# Remaining list, next part:
SMILES,PTPN22 inh 2,FAK inh,LYP act,S1P2 antag,EphB4 antag,S1P2 agonist,PostGolgi yeast,PostGolgi ctrl,HIV Rev-RRE inh
S=C(NC1CCCCC1)N(CCc1nc2ccccc2[nH]1)C1CCCC1,-4,7,0,-6,-8,-4,nt,nt,-6
Cc1ccc(S(=O)(=O)N2CCCC2CO)cc1 (stereo not drawn),-4,2,2,14,-1,-9,5,-1,5
CCOC(=O)CNc1c(-c2ccc(OC)cc2)nc2ccc(Cl)cn12,8,1,-8,-12,0,0,nt,nt,19
O=C(NCCN1CCCC1)C1CCN(S(=O)(=O)N2CCC3(CC2)OCCO3)CC1,0,-1,-1,-3,1,-4,-2,7,7
COc1ccc(CC(=O)OCC(=O)NC(=O)NC2CCCCC2)cc1,1,2,-1,4,4,1,3,-2,13
CCOC(=O)c1ccc(NS(=O)(=O)c2cc(-c3nnnn3C(C)C)ccc2OC)cc1,-3,8,2,23,13,-12,-4,0,12
Cn1c(C(=O)N2CCCC2)cc2c(=O)n(C)c3ccccc3c21,-9,15,6,-25,-12,21*,7,-4,4
CCn1ncc(C2=NOC(C(=O)NCc3ccc(OC)cc3)C2)c1C (stereo not drawn),8,1,-11,2,2,-2,17,12,5
CCOC(=O)Nc1nnc(-c2ccccc2OC)s1,10,10,-7,3,-7,-7,1,-9,13
Cc1cc(/C(=N/O)C(C)(C)NO)ccc1Cl,-10,2,7,-21,-5,-5,16,-2,5
CCN1N=C(c2cc(Cl)sc2Cl)CSC1=O,2,2,-1,-9,-1,-5,nt,nt,11
O=C(NCc1ccc2c(c1)OCO2)c1cccc(S(=O)(=O)N2CCOCC2)c1,0,-1,0,-11,5,-3,-6,9,5
O=C(Oc1ccc(N(Cc2cccs2)C2=NS(=O)(=O)c3ccccc32)cc1)c1ccccc1F,6,1,-7,6,-1,-4,-6,-5,5
Cc1cccc(N2CCN(CC(=O)Nc3ccccc3[N+](=O)[O-])CC2)c1C,3,-1,0,-9,-1,-7,-1,32*,7
CCSC(C)CC1C/C(=N/O)c2c(C)noc2C1 (stereo not drawn),-8,-3,6,9,-10,-6,-1,6,-4
CN1C(=O)C(O)(CC(=O)c2cccnc2)c2ccccc21 (stereo not drawn),-12,-5,7,8,-3,-3,nt,nt,-1
CCOC(=O)NC1(C(F)(F)F)C(=O)N(Cc2ccccn2)C2=C1C(=O)CC(C)(C)C2 (stereo not drawn),-1,-8,-1,-3,5,-7,-6,17,2
COc1ccc2c(=O)c3c(=O)n(Cc4ccco4)c(-c4cc(OC)c(OC)c(OC)c4)nc3oc2c1,-1,2,-4,-8,4,2,nt,nt,7
O=S1(=O)CC(O)C(NCc2cccnc2)C1 (stereo not drawn),8,0,-8,6,10,-8,-5,-3,9
CCc1ccc(OCC(=O)Nc2ccc(S(=O)(=O)N3CCCC3)cc2)c(Br)c1,-8,3,6,-7,4,-3,-5,-2,11
CCCSc1nnc(Sc2nnnn2-c2ccccc2)s1,-16,-2,14,19,-5,-9,2,28,-2
Cc1cc(Cl)c(OCCCNCc2ccccc2)c(Br)c1,11,1,-12,11,0,-4,-2,8,16
CS(=O)(=O)c1ccc(Cl)c(NC(=O)C2CC(=O)N(Cc3ccccc3)C2)c1 (stereo not drawn),2,2,-5,2,-3,-7,-1,-6,4
Cc1ccc(CNC(=O)CSc2nc3n[nH]c(C)c3c(=N)n2-c2cccc(C)c2)cc1,1,-1,-4,-3,-3,1,10,4,3
COCCn1c(SCC(=O)Nc2nnc(C)s2)nnc1-c1cc2ccccc2cc1O,-25,-5,22,27,-7,-11,-4,5,0

# Given with values under each structure: part of the list above
# Each structure is followed by: PTPN22 inh 2	FAK inh	LYP act	S1P2 antag	EphB4 antag	S1P2 agonist	PostGolgi yeast	PostGolgi ctrl	HIV Rev-RRE inh
CCOC(=O)Nc1nnc(-c2ccccc2OC)s1
→ 10	10	-7	3	-7	-7	1	-9	13
Cc1cc(/C(=N/O)C(C)(C)NO)ccc1Cl
→ -10	2	7	-21	-5	-5	16	-2	5
CCN1N=C(c2cc(Cl)sc2Cl)CSC1=O
→ 2	2	-1	-9	-1	-5	nt	nt	11

# Additional results:
SMILES,PTPN22 inh 2,FAK inh,LYP act,S1P2 antag,EphB4 antag,S1P2 agonist,PostGolgi yeast,PostGolgi ctrl,HIV Rev-RRE inh
Cc1ccc(NC(=O)c2cccc3c2-c2ccccc2C3=O)cc1C,-28,3,29,8,0,-1,-5,5,10
CCCCOC(=O)C1C2C=CC3(CN(CCc4ccccc4)C(=O)C13)O2 (stereo not drawn),3,2,-4,23,4,-4,-1,6,4
CCOC(=O)c1cc(OC(=O)c2ccccc2OC)n(-c2ccccc2)n1,4,-2,-2,-1,2,-3,3,-5,6
O=S(=O)(NCC(c1cccnc1)N1CCN(c2ccc(F)cc2)CC1)c1ccccc1 (stereo not drawn),4,-1,-9,2,1,-3,nt,nt,11
CCOCC(=O)Nc1cc(OC)c(Cl)cc1OC,4,-1,-4,-18,0,-2,15,2,3
CC1CCC(C(C)C)C(OCC(O)CN2CCOCC2)C1 (stereo not drawn),0,-2,1,-18,-1,-5,9,11,-1
CCCS(=O)(=O)N1CCN(CC2CC=CCC2)CC1 (stereo not drawn),-3,-5,6,-4,1,-9,-4,3,0
COc1ccc2sc(NC(C)=O)nc2c1,3,1,-6,11,4,-5,4,-4,-1
Cc1ccc(C2CC(=O)C=C(O)C2)cc1 (stereo not drawn),4,3,-5,-12,-4,-2,-3,-2,1
Cc1c(C(=O)O)sc2nc3n(c(=O)c12)CCCCC3,-13,-1,13,5,5,-5,9,7,-1
COc1ccc(CCNC(=O)CCCn2c(=O)[nH]c3cc(OC)c(OC)cc3c2=O)cc1OC,-8,-1,12,-1,8,-5,8,26,5
CCOC(=O)c1ccc(NC(=O)CN2CCc3ccccc3C2)cc1,-1,0,0,-4,0,-3,-1,9,19
COc1ccc(-c2n[nH]c(C)c2-c2ccc(Cl)cc2)c(O)c1OC,-7,7,4,15,2,-8,0,51*,4
COCc1cc(C)nc2sc(C(=O)OC)c(N)c12,-5,1,1,-26,4,-1,-5,22,3
O=C(Cn1c(C(=O)N2CCN(C3CCCC3)CC2)cc2sccc21)c1ccccc1,-1,-1,-1,1,0,-5,10,5,5
CCOc1ccccc1Nc1nc(-c2sc(NC(=O)c3cccc(Cl)c3)nc2C)cs1,10,4,-7,-24,4,-8,-5,-7,6
CC(=O)Oc1ccc2c(C)cc(=O)[nH]c2c1,-4,2,0,14,0,-7,-1,8,9
COc1ccc(NC(=O)c2cc(-c3cccnc3)nc3c(C)c(C)ccc23)c(OC)c1,-5,0,9,-5,-7,-10,3,5,1
Cc1nc2ccccn2c1C(=O)NCc1cccnc1,-2,-2,0,-17,-6,-3,4,6,4
C=CCn1c(COc2cccc3cccnc23)nnc1SCC(=O)O,2,7,2,6,-2,-1,-6,3,8
O=C(O)C1CCCCC1C(=O)N1CC=C(c2ccccc2)CC1 (stereo not drawn),6,9,-2,8,0,-3,2,4,10
S=C(Nc1ccc(Cl)c(Cl)c1)NC1CCCCC1,4,17,-6,17,4,-4,16,19,3
O=C(NCCN1CCOCC1)c1cc2n(n1)C(C(F)(F)F)CC(c1ccc(F)cc1)N2 (stereo not drawn),-18,1,18,20,-5,-4,-5,5,11
CC(=O)n1cc(Nc2ccccc2C(=O)O)c2ccccc21,2,-3,-3,9,5,-2,7,20,11
O=C(CCNC(=O)Cn1cnc2ccccc2c1=O)NCC1COc2ccccc2O1 (stereo not drawn),-4,3,4,5,-3,-4,-2,-1,4

# Next section
SMILES,PTPN22 inh 2,FAK inh,LYP act,S1P2 antag,EphB4 antag,S1P2 agonist,PostGolgi yeast,PostGolgi ctrl,HIV Rev-RRE inh
Cc1ccc(CSc2nnc(-c3cccnc3)n2N)cc1,-12,4,8,17,9,-7,1,3,7
CCCN=C1N/C(=C\c2ccco2)C(=O)N1c1ccccc1,-2,-3,3,-53,-3,-1,8,-1,5
O=C(Nc1ccc(Cl)cn1)c1ccccc1F,-27,2,27,-26,-7,-3,-1,23,3
CCOC(=O)c1ccccc1-c1csc(NS(=O)(=O)c2ccc(Cl)cc2)n1,4,-5,-2,-4,-4,0,6,12,-4
CCOC(=O)NC(=O)CSc1nc2ccc(OCC)cc2[nH]1,-3,2,3,-1,3,-5,-5,-1,4
COc1cccc(CC(NC(C)=O)C(=O)NC2CCN(S(=O)(=O)c3cccc4ccccc34)CC2)c1 (stereo not drawn),-4,0,7,-8,-3,0,-11,-4,3
CC(C)c1nc(NCCN2CCOCC2)c(C#N)c2c1COC(C)(C)C2,-5,-2,3,3,-6,0,13,60*,3
NC(=O)c1ccsc1NC(=O)c1cccs1,6,28*,-8,-15,-6,-4,nt,nt,11

# Compound activity from PubChem.
